Compound activity deposited in PubChem by NCI.
All columns: NCI-60 one-dose screen, growth in % after 48 h at 10 µM unless noted; 100 = growth as untreated, 0 = no growth, -100 = all killed.
HL-60(TB) – HL-60(TB) leukemia cells; AID 1794776; actives 9% (n = 78,000); active = growth percent below 10
* = called active by the depositor; & = joins results of further samples; [ ] = another dose, or the depositor's remark. An excerpt. The share of hits here may be higher or lower than overall.

structure | HL-60(TB)
C=C(C[n+]1ccccc1)[C@@H]1CC[C@]2(COC(C)=O)CC[C@]3(C)[C@H](CC[C@@H]4[C@@]5(C)CC[C@H](O)C(C)(C)[C@@H]5CC[C@]43C)[C@@H]12 | 94
Cc1ccc2ccc(C#N)cc2c1O | 75
COc1ccc(C(=S)N2CCOCC2)cc1 | 98
COc1cccc2nc(Nc3ccc(NC(=O)c4cccc(Cl)n4)cc3)ccc12 | 112
CC(C)c1ccc(CN(C)C)c(O)c1C(C)(C)C | 98
CCNC(=S)NC1CCCCCCCCCCC1 | 68
CCOC(C)CCCS(=O)(=O)O (stereo not drawn) | 104
O=CN1N=C(c2ccc(Cl)cc2)CC1c1sc(N2CCOCC2)nc1Cl (stereo not drawn) | 88
N=C(N)SC/C=C/CSC(=N)N | 90
CC(C)c1ccc(Cn2nc(Nc3ccc(Cl)c(Cl)c3)nc2N)cc1 | 98
CCc1c(C)c2cc(N=C3NC(=O)CS3)c(O)c(C)c2oc1=O | 105
CC(=O)OC(OC(C)=O)c1ccc([N+](=O)[O-])cc1Cl | 81

Rewritten with each value named: part of the list above.
> CC(C)c1ccc(Cn2nc(Nc3ccc(Cl)c(Cl)c3)nc2N)cc1
  HL-60(TB) = 98
> CCc1c(C)c2cc(N=C3NC(=O)CS3)c(O)c(C)c2oc1=O
  HL-60(TB) = 105
> CC(=O)OC(OC(C)=O)c1ccc([N+](=O)[O-])cc1Cl
  HL-60(TB) = 81

(further entries)
structure | HL-60(TB)
O=[N+]([O-])c1cccc(/C=C/c2ccc3ccccc3n2)c1 | 91
OC(c1ccc(Cl)cc1)C(c1ccccc1)N1CCCCC1 (stereo not drawn) | 99
O=C1CCCN1c1nc(-c2ccc(Cl)cc2)cs1 | 105
CCCCCCSC#N | 101
Nc1[nH]n2cc(-c3ccc(F)cc3)nc2c1N=Nc1ccc(S(N)(=O)=O)cc1 | 95
Brc1ccc2ncccc2c1 | 90
O=C(CCN1CC1)OC1CCCCC1 | 160
O=c1[nH]c(=O)n(C2CC(O)C(CO)O2)cc1C(F)(F)F (stereo not drawn) | -22*
O=[N+]([O-])CC(c1cccs1)c1c(-c2ccccc2)[nH]c2ccccc12 (stereo not drawn) | 95
O=C(NC(Cc1ccc(O)cc1)C(=O)Oc1ccc([N+](=O)[O-])cc1)OCc1ccccc1 (stereo not drawn) | 101
Cc1nc2c(c3nnc(-c4ccc(F)cc4)n13)CC(C)c1ccccc1N2C (stereo not drawn) | 100
COc1ccc(/C=N/Nc2ncnc3c2c(C)nn3-c2ccc([N+](=O)[O-])cc2)cc1 | 91
O=C1N/C(=N\c2nnc(-c3ccc(O)cc3)s2)S/C1=C\c1ccccc1O | 104
CCC1CCC(C)NC1 (stereo not drawn) | 99
C#CCOc1ccc(C(Nc2ccc(F)c(Br)c2)c2nnnn2C2CCCCC2)cc1OC (stereo not drawn) | 72
C=CCn1c(SCC(=O)Nc2ccc(C(=O)/C=C/c3ccc(OC)c(OC)c3)cc2)nnc1-c1c[nH]c2ccccc12 | 114
O=C1/C(=C/c2ccc(F)cc2)CNc2ccccc21 | 95
Cc1cc2nc3c4cc(N)ccc4n(CCN(C)C)c3nc2cc1C | 4.7*
CC(C)(CC(=O)O)c1ccccc1 | 73&97
COc1ccc(/C=N\Nc2nc(SCCC(C)C)nc(-c3ccc(OC)cc3)c2C#N)cc1 | 34
CCC1C(C(=O)c2cc(Cl)ccc2O)=CNc2cc(C)nn21 (stereo not drawn) | 92
Cc1ccc(NC2=NCCS2)cc1Cl | 101
c1cc2n(c1)CCc1cnc(NC3CCCCC3)nc1-2 | 118
Cc1nc(C(F)(F)C(F)(F)F)c(F)c(=O)[nH]1 | 95
CCC(=O)Nc1ccc(Br)cc1 | 98
N/C(=N\C(N)=N\c1nc2ccccc2s1)c1ccc(Cl)nc1 | 87
CCCCSc1nc(N/N=C/c2cc(Cl)ccc2O)c(C#N)c(-c2ccc(OC)cc2)n1 | 75
COc1ccc(-c2cc(-c3cc(C(=O)c4ccc(Br)cc4)n4ccc(C)cc34)nc(N)c2C#N)cc1 | 97
COc1ccc(-c2n/c(=C\c3c(O)[nH]c4cc(Cl)ccc34)cc3c2=Nc2ccccc2-3)cc1 | 94
CCCCOc1nc2ccc(OC)cc2cc1/C=C/C(=O)/C=C(/C=C/c1cc2cc(OC)ccc2nc1OCCCC)OB(F)F | 98
CCCCN1CCCCC1 | 92
Cc1ccc(N=Nc2c(C)nn(-c3nc(-c4cc5ccccc5oc4=O)cs3)c2C)cc1 | 101
CCn1c(O)c(/C=N/NC(=O)Cc2ccccc2Nc2c(Cl)cccc2Cl)sc1=S | 91
CCCC=Nc1ccccc1 | 93
N#Cc1c(-c2cccs2)cc(-c2cnccn2)nc1SCc1ccccc1 | 128
O=C(NO)OCc1ccccc1 | 79
CCCCOC(=O)c1cccc(NC(=O)CN2CCOCC2)c1 | 95
Cc1ccc(Nc2nc(N)nc(CSCC(=O)N/N=C/c3ccccc3F)n2)cc1 | 75
N#Cc1nc(-c2ccccc2)oc1S(=O)(=O)N1CCOCC1 | 5.5*
O=C(CSc1nc2ccccc2c(=O)n1-c1ccccc1)c1cc2ccccc2oc1=O | 91
CN1C(=O)CSC1=S | 104
COc1ccccc1NC(=O)C1=C(C)NC(C)=C(C(=O)Nc2ccccc2OC)C1c1cccc([N+](=O)[O-])c1 | 67
O=C1NCCC12CCN(c1c(Cl)cncc1-c1ccc(-c3cnn(CCO)c3)cc1)CC2 | 99
O=C(/C=C/c1cccs1)c1ccc(Cl)c(Cl)c1 | 98
COc1nnc(-c2ccccc2)c(-c2ccccc2)n1 | 95
CCC1(c2ccccc2)C(=O)Nc2ccccc21 (stereo not drawn) | 104
CCCCc1nc(/C=C/C(=O)c2ccc(S(N)(=O)=O)cc2)c(Cl)[nH]1 | 93
NCCCNc1nc2ccc(F)cc2c2c(=O)c3cc(F)ccc3sc12 | 75
CCCCCCCCCCCCI | 102
CC(C)C[C@H]1[C@H](O)[C@H](O)[C@H](CC(C)C)N(Cc2ccccc2)S(=O)(=O)N1Cc1ccccc1 | 84[2 µM]
O=C1CC(c2ccc3c(c2)OCO3)c2c(n[nH]c2-c2ccc(Cl)cc2)N1 (stereo not drawn) | 88
CS(=O)(=O)c1ccc(-c2[nH]c3ccccc3c2/C=N/NC(N)=O)cc1 | 92
COc1cc(NCC(=O)Nc2cc(Nc3cccc(Cl)c3F)ncn2)c(Cl)c(OC)c1Cl | 80
C/C(=N/OC(=O)N(C)C)c1ccc(Cl)c(Cl)c1 | 112
O=c1nc2s/c(=C\c3cccc(Cl)c3Cl)c(=O)n2c2nc(-c3ccccc3)c(-c3ccccc3)nc12 | 103
CSc1nc(=S)c2[nH]c(=S)[nH]c2[nH]1 | 84
O=C1Nc2ccccc2/C1=C/c1cccn1CCCCCn1c2ccccc2c(=O)c2ccccc21 | 48
Cc1nc2ccccc2nc1CC(O)(c1ccccc1)c1ccccc1 | 111
O=C(CN1CCOCC1)Nc1ccc2ncnc(Nc3ccc(OCc4cccc(F)c4)c(Cl)c3)c2c1 | 75
Cc1nc2ccccc2nc1NNC(=O)Nc1cccc(Cl)c1 | 108

Next structures follow.
structure | HL-60(TB)
O=C(CSc1nnc2n3c(nn12)SCC(c1ccccc1)=N3)c1ccccc1 | 104
C=C1OC(=O)C(=O)N1CC(=O)O | 136
O=C(NO)/C(CC(=O)c1ccc(O)cc1)=N\O | 117
CC(=O)O[C@H]1CC[C@]2(C)[C@H]3CC[C@@H]4[C@H]5[C@H](C)[C@@]6(C)OC(=O)[C@]5(CC[C@@]4(C)[C@]3(C)CC[C@H]2C1(C)C)C[C@@H]6C1(C)OOC2(CCCCC2)OO1 | 86
O=S(=O)(O)C(O)c1ccncc1 (stereo not drawn) | 108
C=CC(=O)N1CCC(Oc2cc3c(Nc4ccc(Cl)c(Cl)c4F)ncnc3cc2OC)CC1 | 25
CNc1ccc([N+](=O)[O-])cc1[N+](=O)[O-] | 101
O=c1c2ccccc2n(CC(O)CN2CCCC2)c2c(Br)cccc12 (stereo not drawn) | 82
CC1CCN(Cc2ccc(NC(=O)c3cc4ccc5cccnc5c4[nH]3)cc2)CC1 | 12
COc1ccc(Cn2cc3c(c2-c2ccc(OC)cc2)CCCc2cnoc2-3)cc1 | 91
Nc1n[nH]c2cccc(C#Cc3cccc(NC(=O)c4ccc(N5CCOCC5)c(C(F)(F)F)c4)c3)c12 | 2.0*
Nc1cc(Nc2ccc(CCO)cc2)nc(N)n1 | 95

Some of the entries above in a different format.
> C=CC(=O)N1CCC(Oc2cc3c(Nc4ccc(Cl)c(Cl)c4F)ncnc3cc2OC)CC1
  HL-60(TB): 25

> COc1ccc(Cn2cc3c(c2-c2ccc(OC)cc2)CCCc2cnoc2-3)cc1
  HL-60(TB): 91

New compounds follow:
structure | HL-60(TB)
Nc1ncnc2c1N=C(c1ccc3c(c1)OCO3)CC(c1ccc([N+](=O)[O-])cc1)N2 (stereo not drawn) | 89
N#Cc1ccccc1-c1ccccc1C(=O)O | 101
CCOC(=O)[C@@]12N(Cc3ccccc3)C3[C@@H]4[C@]15N(CC21CCC[C@@H]31)C(=O)C(=O)N5c1ccccc1[C@@]4(C)O (stereo partly drawn) | 105
O=C(O)/C=C\C(=O)Nc1ccccc1Cl | 54
OC1COCOC1C(O)C1OCOCC1O (stereo not drawn) | 106
Nc1ccc(/C=C/c2ccc([N+](=O)[O-])cc2S(=O)(=O)O)c(S(=O)(=O)O)c1 | 51
CC(C)=NNC(N)=O | 159
O=C(CCCCCNC1=CC(=O)c2ccccc2C1=O)NCCC[Te]c1ccccc1 | 28
O=C(/C=C/c1cn(-c2ccccc2)nc1-c1ccc(Cl)cc1)c1cc2ccccc2oc1=O | 86
NS(=O)(=O)Oc1ccc(-c2cn3ccoc3n2)cc1 | 96
CCCCC[C@@H]1Cc2cc(O)c(C(=O)O)c3c2[C@H](C[C@]2(OC[C@@H](CC(=O)[C@@](C)(CC)C(=O)OC)[C@@H]2C)O3)O1 | 116
COc1nc2ccccc2n2c1nc1ccccc12 | 101
Brc1ccc(-c2cn3c(ccc4ccccc43)n2)cc1 | 126
O=C(CN1CCN(c2cc3c(cc2F)c(=O)c(C(=O)O)cn3C2CC2)CC1)Nc1cc(=O)[nH]c(=O)[nH]1 | 103
CNC(=O)c1nnn(-c2ccccc2)c1N | 100
O=C1c2cccnc2C(=O)c2c1c(C(=O)N1CCOCC1)c1ccccn21 | 100
CC(=O)[C@H]1CC[C@H]2[C@@H]3C[C@H](F)C4=CC(=O)CC[C@]4(C)[C@@]3(F)[C@@H](O)C[C@]12C | 106
COC(=O)c1ccc(CN2C(=O)NC3(C2=O)c2ccccc2-c2ccccc23)cc1 | 104
CC1=C(C(=O)Nc2ccc(F)cc2)C(c2ccccc2)C2=C(CC(C)(C)CC2=O)N1 (stereo not drawn) | 76
Oc1ccc2ccccc2c1I | 105
COc1cccc(/C=N\NC(=O)C2CC2)c1 | 85
C/C(=C(\c1ccc(OCCN2CCOCC2)cc1)c1ccc(OC(=O)Cc2ccccc2)cc1)c1ccc(Cl)cc1 | 83
N#CC1CC2C=CC1CC2 (stereo not drawn) | 89
[O-][n+]1ccc2ccccc2c1 | 106

Shown with each value named: part of the list above
SMILES: CCC(=O)Nc1ccc(Br)cc1
  HL-60(TB) = 98

SMILES: N/C(=N\C(N)=N\c1nc2ccccc2s1)c1ccc(Cl)nc1
  HL-60(TB) = 87

Continuation:
structure | HL-60(TB)
C/C(=C(/c1ccc(O)cc1)c1ccc(OCCN2CCCC2)cc1)c1ccccc1 | 45
CCCCCCCCCCC(O)CN1CCN(c2ccccc2)CC1 (stereo not drawn) | 89
COc1ccc(OC)c(Nc2n[nH]c(Cc3ccccc3)n2)c1 | 78
CNC(=O)c1cc(Oc2ccc3nc(NC(=O)c4ccc(CN5CCCN(C)CC5)c(C(F)(F)F)c4)sc3c2)ccn1 | -65*
CNCC[C@@H](Oc1ccccc1)c1ccccc1 | 106
COc1ccc2cc(C(C)c3n[nH]c(=S)n3C3CCCCC3)ccc2c1 (stereo not drawn) | 73
CC(OC(=O)c1ccccc1C(=O)O)c1ccccc1 (stereo not drawn) | 102
COc1ccc(-n2c(/C=C3\C(=O)Nc4ccccc43)ccc2CO)cc1 | 93
O=C(CC(CC(=O)c1ccccc1)c1ccncc1)c1ccccc1 | 99
CC1(C)CC[C@]2(C(=O)O)CC[C@]3(C)C(=CC[C@@H]4[C@@]5(C)C/C(=C/c6ccccn6)C(=O)C(C)(C)[C@@H]5CC[C@]43C)[C@@H]2C1 | 79
COc1ccc(Cn2cc3c(c2-c2cc(OC)c(OC)c(OC)c2)CCCc2cnoc2-3)cc1OC | 101
COc1ccc(OC)c(/C=C2\N=C(c3ccccc3)N(c3ccc(-c4nc5ccc(C)cc5s4)cc3)C2=O)c1 | 47
COc1ccc(/C=C/C(=O)N2CCC(O)CC2)cc1OC1CCCC1 | 101
COc1cccc(/C=C2/C[C@]3(C)[C@H]4CC[C@@H]5[C@@H](C(=O)/C=C/c6cccc(OC)c6OC)CC[C@@]5(C)[C@]4(C)CC[C@H]3C(C)(C)C2=O)c1OC | 90
Cc1cc(=O)oc2cc(OCC(O)CNN3C(=O)c4cccc5c(N6CCN(C)CC6)ccc(c45)C3=O)ccc12 (stereo not drawn) | 113
Cc1n(Cc2ccc3ccccc3n2)cc[n+]1Cc1ccc2ccccc2n1 | 34
CCCOC(=O)N[C@H]1CCc2cc(OC)c(OC)c(OC)c2-c2ccc(SC)c(=O)cc21 | -40*
O=C(NNc1nc(NCCc2c[nH]c3ccccc23)nc(N2CCN(C(c3ccccc3)c3ccccc3)CC2)n1)c1ccccc1 | 93
